iPSC survival up: increases survival of single human iPS cells | hiPSC single-cell survival, ATPlite luminescence; 100% = ROCK inhibitor wells, 0% = DMSO | survival enhancement, % at 20 µM | actives 0.044% (n = 360,000) | AID 602274; in the data active means survival enhancement above about 18%;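 further: cells exposed to compounds for 16 hours before the ATP read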
NR2E3 ag-1: agonists of human nuclear receptor NR2E3; GST-NR2E3/biotin-RetCOR TR-FRET, 1536-well; inhibition of corepressor binding, % at 4.78 µM; actives 0.12% (n = 320,000); AID 2300;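 active means percent inhibition above the cutoff of mean plus 3 SD of all tested compounds, set per screening campaign, cut at about 20% in these data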;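 further: 0% = DMSO wells and 100% = biotin wells as full block of FRET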
Target sequence (Q9Y5X4 whole entry, looked up): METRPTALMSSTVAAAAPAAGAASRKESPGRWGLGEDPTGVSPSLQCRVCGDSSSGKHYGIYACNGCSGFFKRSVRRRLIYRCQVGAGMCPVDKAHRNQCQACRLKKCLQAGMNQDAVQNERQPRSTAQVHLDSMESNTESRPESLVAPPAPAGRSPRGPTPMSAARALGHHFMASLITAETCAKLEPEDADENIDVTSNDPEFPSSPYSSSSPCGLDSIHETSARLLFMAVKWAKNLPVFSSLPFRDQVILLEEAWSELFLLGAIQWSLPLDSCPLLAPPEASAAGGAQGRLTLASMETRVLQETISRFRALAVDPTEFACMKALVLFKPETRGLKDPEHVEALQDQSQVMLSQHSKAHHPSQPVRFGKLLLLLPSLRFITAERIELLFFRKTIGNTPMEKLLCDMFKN
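system = GST-tagged NR2E3 plus biotinylated RetCOR corepressor | input = 1.35 nM GST-NR2E3 | also added = 7 nM biotin-RetCOR | schedule = 5 h incubation at 4 °C | measured by = TR-FRET with europium anti-GST and streptavidin-D2, 340 nm excitation | read-out = percent loss of FRET ratio relative to control wells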
PDI inh: inhibitors of human protein disulfide isomerase. P07237. inhibition, % at 10 µM. PDI insulin aggregation turbidity, A650, 90 min. actives 0.052% (n = 350,000). AID 588391;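 active means mean inhibition across replicates of 30% or more, whatever share of single replicates reach that level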;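 further: absorbance from insulin aggregation driven by PDI reduction with DTT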
Target sequence (P07237 whole entry, looked up): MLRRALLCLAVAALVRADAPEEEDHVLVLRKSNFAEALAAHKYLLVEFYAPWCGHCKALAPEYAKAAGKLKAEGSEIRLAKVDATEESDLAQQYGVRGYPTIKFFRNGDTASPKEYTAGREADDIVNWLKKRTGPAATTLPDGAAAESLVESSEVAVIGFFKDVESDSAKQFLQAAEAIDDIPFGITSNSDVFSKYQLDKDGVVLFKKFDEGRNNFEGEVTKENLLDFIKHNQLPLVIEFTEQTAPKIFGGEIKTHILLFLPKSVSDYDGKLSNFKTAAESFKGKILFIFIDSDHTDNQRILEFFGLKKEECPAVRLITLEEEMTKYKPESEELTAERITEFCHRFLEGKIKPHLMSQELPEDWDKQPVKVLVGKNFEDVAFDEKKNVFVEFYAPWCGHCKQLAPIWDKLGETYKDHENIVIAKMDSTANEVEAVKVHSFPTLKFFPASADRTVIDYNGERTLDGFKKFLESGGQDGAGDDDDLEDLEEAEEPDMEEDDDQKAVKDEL
Shn3 inh set2: inhibitors of Schnurri-3 3'UTR reporter in osteoblasts; Clone20 osteoblast Shn3 3'UTR firefly luciferase, 24 h; inhibition, % at 12.5 µM; actives 0.52% (n = 360,000);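 active means mean inhibition of at least 75% with every replicate also reaching 75%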;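 further: 0% = median of neutral control wells and 100% = pilot-screen positive control compound; some compounds past the cut are filed as inactive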
CaV13 FRET inh: Disruptors of the CACNA1D IQ motif to Ca2+-dependent inactivation inhibitor domain association, primary screening, Förster resonance energy transfer in intact living … | actives 0.098% (n = 340,000) | AID 743397 | inhibition, % at 12.3 µM | HEK cells, CFP/YFP FRET ICDI-IQ, plate reader, 10 min; percent FRET-ratio fall versus neutral wells;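 active means mean replicate inhibition of at least 30% and at least 1% of replicates passing that level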;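 further: 0% = median of the neutral control wells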
MITF TRPM1 inh: reduces MITF-dependent TRPM1 promoter luciferase signal | SK-MEL-5 TRPM1 promoter luciferase, 24 h | inhibition, % at 12.5 µM | actives 0.83% (n = 330,000);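 active means mean inhibition across replicates of 60% or more, whatever share of single replicates reaches that level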; further: values of inactives mirror those of a sister screen read the other way
NR2E3 ag-2: agonists of human NR2E3 nuclear receptor; Q9Y5X4; inhibition of corepressor binding, % at 3.98 µM; CHO-S Gal4-NCOR/VP16-NR2E3 two-hybrid, luciferase; actives 0.35% (n = 360,000); AID 602229;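 active means inhibition above the mean of all tested compounds plus 3 SD, cut at about 70% in these data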;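 further: 0% = DMSO with NR2E3 transfected cells and 100% = cells lacking NR2E3 construct; higher means lower luciferase signal from less NR2E3 corepressor binding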
m5-HT2A agonist: mouse HTR2A agonism via beta-arrestin recruitment; P35363; CHO-K1 mHTR2A beta-arrestin complementation, luminescence; percent of 30 µM serotonin response; activation, % at 7.6 µM; actives 0.66% (n = 360,000); AID 624169;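 active means activation above a run cutoff, the mean activation of all tested compounds plus 3 SD, cut at about 14% in these data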;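 further: 0% = plate median of compound wells and 100% = 30 µM serotonin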
H9c2 protect: modulators protecting cardiomyocytes from myocardial damage; H9c2 cardiomyocytes, H2O2 injury protection, ATPLite, 2 h; protection from H2O2 cell death, % at 20 µM; actives 0.63% (n = 360,000);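 active means compounds giving at least 50% protection of heart cells from peroxide-induced death in the single-dose screen, raw or plate-pattern-corrected value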;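 further: 0% = DMSO wells with peroxide and 100% = DMSO wells without peroxide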
Peg3 prom inh: Peg3 promoter activity inhibition; HeLa PEG-Prom luciferase reporter, luminescence, overnight; inhibition, % at 20 µM; actives 1.7% (n = 360,000);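 active means inhibition of at least 50% at 20 µM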
HIF-2a inh: blocks HIF-2a reporter activity; 786-0 RCC cells HIF-2a reporter, luciferase luminescence, overnight; inhibition, % at 18.8 µM; actives 0.72% (n = 360,000);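 active means inhibition of the luminescence signal of 40% or more relative to plate controls, in a single-dose primary screen at 18.75 µM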
* hit, by the source's call.

How did CC1=C(C(=O)Nc2ccccc2)C(c2ccccn2)n2ncnc2N1 (stereo unspecified) do in these assays?
iPSC survival up: -1.3; NR2E3 ag-1: 0; PDI inh: 4; Shn3 inh set2: 6; MITF TRPM1 inh: -4; NR2E3 ag-2: 1; m5-HT2A agonist: 1; H9c2 protect: -5; Peg3 prom inh: 23; HIF-2a inh: 8

Results for COc1ccc(N2CCN(C(=O)c3ccc4c(c3)CCN4S(C)(=O)=O)CC2)cc1 ?
iPSC survival up: 1.4; PDI inh: -13; Shn3 inh set2: -8; CaV13 FRET inh: -7; NR2E3 ag-2: -8; m5-HT2A agonist: 0; H9c2 protect: -3; Peg3 prom inh: -24; HIF-2a inh: -24

How did CCO[C@@H]1OC(C(=O)N2CCOCC2)=C[C@H](C(C)(C)C)[C@H]1CCCO do in these assays?
iPSC survival up: -2.0; NR2E3 ag-1: 2; PDI inh: -2; Shn3 inh set2: -9; CaV13 FRET inh: -5; MITF TRPM1 inh: 2; NR2E3 ag-2: -28; m5-HT2A agonist: -3; H9c2 protect: -1; Peg3 prom inh: 1; HIF-2a inh: 4

How did Cc1ccc(S(=O)(=O)NN=C2CC(C)(C)CC(=O)C2(C)C)cc1 do in these assays?
iPSC survival up: -1.6; PDI inh: 4; Shn3 inh set2: -12; CaV13 FRET inh: -7; NR2E3 ag-2: -13; m5-HT2A agonist: 0; H9c2 protect: 3; Peg3 prom inh: 3; HIF-2a inh: 0

What do the screens show for `C#CCNC(=O)C1=C[C@H](c2ccc(C(F)(F)F)cc2)[C@@H](CCCO)[C@H](OCC)O1`?
iPSC survival up: 1.4; NR2E3 ag-1: -1; PDI inh: 3; Shn3 inh set2: 1; CaV13 FRET inh: -11; MITF TRPM1 inh: 0; NR2E3 ag-2: 2; m5-HT2A agonist: -3; H9c2 protect: -3; Peg3 prom inh: 1; HIF-2a inh: 4

What do the screens show for `CCn1c(SCC#N)nc2c(c1=O)C1(CCCC1)Cc1ccccc1-2`?
iPSC survival up: -1.8; NR2E3 ag-1: 1; PDI inh: 2; Shn3 inh set2: -14; CaV13 FRET inh: -6; MITF TRPM1 inh: 2; NR2E3 ag-2: -9; m5-HT2A agonist: 2; H9c2 protect: -9; Peg3 prom inh: 17; HIF-2a inh: 26

How did CC(C)CN(C(=O)COC(=O)CSc1ccccc1)c1c(N)n(Cc2ccccc2)c(=O)[nH]c1=O do in these assays?
iPSC survival up: 0.1; NR2E3 ag-1: -4; PDI inh: -3; Shn3 inh set2: -26; CaV13 FRET inh: -1; MITF TRPM1 inh: 12; NR2E3 ag-2: -9; m5-HT2A agonist: -1; H9c2 protect: -6; Peg3 prom inh: -16; HIF-2a inh: -8

What do the screens show for `Cc1noc(C)c1COC(=O)CCCc1nc2ccccc2s1`?
iPSC survival up: 1.9; NR2E3 ag-1: -2; PDI inh: 19; Shn3 inh set2: 16; MITF TRPM1 inh: 10; NR2E3 ag-2: -3; m5-HT2A agonist: 0; H9c2 protect: -4; Peg3 prom inh: 4; HIF-2a inh: 9

What do the screens show for `CCc1cc2c(=O)c(-c3nc4ccccc4n3C)c(C)oc2c(CN2CCCCC2)c1O`?
iPSC survival up: -0.3; NR2E3 ag-1: -2; PDI inh: 0; Shn3 inh set2: 12; CaV13 FRET inh: -5; MITF TRPM1 inh: 8; NR2E3 ag-2: 10; m5-HT2A agonist: 1; H9c2 protect: -2; Peg3 prom inh: 7; HIF-2a inh: 17

How did CC(=O)N[C@@H](CS)C(=O)O do in these assays?
iPSC survival up: -1.1; PDI inh: -2; Shn3 inh set2: 8; CaV13 FRET inh: -5; MITF TRPM1 inh: -2; NR2E3 ag-2: -22; m5-HT2A agonist: 0; H9c2 protect: 1; Peg3 prom inh: 9; HIF-2a inh: 10

Results for Cc1ccc2nc(-c3cccnc3)cc(C(=O)N3CCN(c4ccc([N+](=O)[O-])cc4)CC3)c2c1 ?
iPSC survival up: -0.6; NR2E3 ag-1: 0; PDI inh: 3; Shn3 inh set2: 18; CaV13 FRET inh: -21; MITF TRPM1 inh: 8; NR2E3 ag-2: -1; m5-HT2A agonist: -9; H9c2 protect: 22; Peg3 prom inh: 100*; HIF-2a inh: 19

Results for CCOC(=O)c1c(-c2ccccc2)oc2ccc(O)cc12 ?
iPSC survival up: 0.3; NR2E3 ag-1: -4; PDI inh: -4; Shn3 inh set2: 9; CaV13 FRET inh: -2; MITF TRPM1 inh: -2; NR2E3 ag-2: -21; m5-HT2A agonist: -5; H9c2 protect: -11; Peg3 prom inh: 12; HIF-2a inh: 2

What do the screens show for `O=C(CS(=O)(=O)Cc1ccccc1)N1CCc2ccccc2C1`?
iPSC survival up: 1.7; PDI inh: 3; Shn3 inh set2: -38; CaV13 FRET inh: -4; MITF TRPM1 inh: -7; NR2E3 ag-2: -30; m5-HT2A agonist: 0; H9c2 protect: 23; Peg3 prom inh: -39; HIF-2a inh: -26

How did COc1ccc(OC)c(/C=N/NC(=O)C(O)c2ccccc2)c1 (stereo unspecified) do in these assays?
iPSC survival up: -0.6; NR2E3 ag-1: 4; PDI inh: 3; Shn3 inh set2: 6; CaV13 FRET inh: -20; MITF TRPM1 inh: 9; NR2E3 ag-2: -21; m5-HT2A agonist: -2; H9c2 protect: 6; Peg3 prom inh: 8; HIF-2a inh: 19

Results for Cc1ccc(C)c(N2CCN(C(=O)COc3cc(=O)n(C)c4ccccc34)CC2)c1 ?
iPSC survival up: 0.1; NR2E3 ag-1: -1; PDI inh: 0; Shn3 inh set2: 29; CaV13 FRET inh: -6; MITF TRPM1 inh: 10; NR2E3 ag-2: -4; m5-HT2A agonist: -4; H9c2 protect: 10; Peg3 prom inh: 4; HIF-2a inh: 0

What do the screens show for `CC(=O)NC1C(=O)N(CCc2ccccc2)c2ccccc21` (stereo unspecified)?
iPSC survival up: -0.1; NR2E3 ag-1: 2; PDI inh: 6; Shn3 inh set2: 8; CaV13 FRET inh: -4; MITF TRPM1 inh: 2; NR2E3 ag-2: 16; m5-HT2A agonist: -2; H9c2 protect: 2; Peg3 prom inh: 20; HIF-2a inh: 14

How did CC(C)CNS(=O)(=O)c1ccc(C(=O)Nc2ccc3c(c2)OCCO3)cc1 do in these assays?
iPSC survival up: 1.3; NR2E3 ag-1: 0; PDI inh: -3; Shn3 inh set2: -47; MITF TRPM1 inh: -53; NR2E3 ag-2: -70; m5-HT2A agonist: -4; H9c2 protect: -8; Peg3 prom inh: -120; HIF-2a inh: -219

What do the screens show for `CNC(=O)COC(=O)c1ccc([N+](=O)[O-])cc1Cl`?
iPSC survival up: 2.5; NR2E3 ag-1: 3; PDI inh: -5; Shn3 inh set2: 6; CaV13 FRET inh: 0; MITF TRPM1 inh: 1; NR2E3 ag-2: 13; m5-HT2A agonist: 8; H9c2 protect: -4; Peg3 prom inh: -1; HIF-2a inh: -4

What do the screens show for `CN(c1c(C#N)c(C(F)(F)F)nn1C)N(S(C)(=O)=O)S(C)(=O)=O`?
iPSC survival up: -0.7; NR2E3 ag-1: 4; PDI inh: 2; Shn3 inh set2: -3; CaV13 FRET inh: -4; MITF TRPM1 inh: 0; NR2E3 ag-2: 21; m5-HT2A agonist: 4; H9c2 protect: -1; Peg3 prom inh: 5; HIF-2a inh: 3

What do the screens show for `COc1ccc2[nH]c(=O)c(CN(C(=O)c3cccnc3)c3cccc(C)c3)cc2c1`?
iPSC survival up: -0.3; NR2E3 ag-1: 0; PDI inh: -2; Shn3 inh set2: 8; CaV13 FRET inh: -5; MITF TRPM1 inh: 0; NR2E3 ag-2: -39; m5-HT2A agonist: 3; H9c2 protect: 9; Peg3 prom inh: 5; HIF-2a inh: -2

How did O=C(Nc1cccc2ccccc12)c1ccccc1 do in these assays?
iPSC survival up: -0.1; NR2E3 ag-1: -5; PDI inh: 6; Shn3 inh set2: -34; CaV13 FRET inh: -5; MITF TRPM1 inh: -47; NR2E3 ag-2: -105; m5-HT2A agonist: -3; H9c2 protect: -5; Peg3 prom inh: -278; HIF-2a inh: -364

Results for COC(=O)C[C@H]1C[C@H]2c3cc(NC(=O)NC4CCCC4)ccc3O[C@H]2[C@@H](CO)O1 ?
iPSC survival up: -0.7; PDI inh: -3; Shn3 inh set2: -12; CaV13 FRET inh: -3; NR2E3 ag-2: -9; m5-HT2A agonist: 4; H9c2 protect: 0; Peg3 prom inh: 1; HIF-2a inh: 1

What do the screens show for `O=C(CNc1ccc(Oc2ccccc2)cc1)N1CCOCC1`?
iPSC survival up: -1.9; NR2E3 ag-1: 2; PDI inh: 0; Shn3 inh set2: 11; CaV13 FRET inh: -2; MITF TRPM1 inh: -1; NR2E3 ag-2: -1; m5-HT2A agonist: -1; H9c2 protect: 2; Peg3 prom inh: 0; HIF-2a inh: 11

What do the screens show for `Cc1nc2c(-c3ccc(F)cc3)c(C)nn2c(C)c1CCC(=O)NCCN1CCOCC1`?
iPSC survival up: 2.6; NR2E3 ag-1: -2; PDI inh: -6; Shn3 inh set2: 7; CaV13 FRET inh: -6; NR2E3 ag-2: -7; m5-HT2A agonist: 2; H9c2 protect: 5; Peg3 prom inh: 10; HIF-2a inh: 6

What do the screens show for `CC(=O)c1cccc(OCC(=O)Nc2cc(Cl)ccc2-n2cncn2)c1`?
iPSC survival up: -0.3; NR2E3 ag-1: -1; PDI inh: -4; Shn3 inh set2: -44; CaV13 FRET inh: -6; MITF TRPM1 inh: -77; NR2E3 ag-2: -9; m5-HT2A agonist: 10; H9c2 protect: 4; Peg3 prom inh: -190; HIF-2a inh: -84

Results for CCOC(=O)C1CCN(S(=O)(=O)c2c(Cl)ccc3nonc23)CC1 ?
iPSC survival up: 0.0; NR2E3 ag-1: -3; PDI inh: 5; Shn3 inh set2: 96*; MITF TRPM1 inh: 93*; NR2E3 ag-2: -4; m5-HT2A agonist: 6; H9c2 protect: -18; Peg3 prom inh: 112*; HIF-2a inh: 92*

How did C=C(C(=O)Oc1c(C(C)(C)C)cccc1C(C)(C)C)c1ccccc1 do in these assays?
iPSC survival up: 0.9; NR2E3 ag-1: -1; PDI inh: 1; Shn3 inh set2: 11; CaV13 FRET inh: -12; MITF TRPM1 inh: 8; NR2E3 ag-2: -1; m5-HT2A agonist: -3; H9c2 protect: -8; Peg3 prom inh: 44; HIF-2a inh: 11

What do the screens show for `Cc1noc(C)c1COc1ccc(C(=O)N2CC(C)CC(C)C2)cc1` (stereo unspecified)?
iPSC survival up: 0.2; NR2E3 ag-1: 0; PDI inh: -2; Shn3 inh set2: 26; CaV13 FRET inh: -4; MITF TRPM1 inh: 1; NR2E3 ag-2: -27; m5-HT2A agonist: -2; H9c2 protect: 4; Peg3 prom inh: 9; HIF-2a inh: 9

Compound activity from PubChem.
